Compound activity from PubChem.
dFosB activator – activators of mouse delta FosB homodimer; P13346; purified delta FosB, TAMRA-CDK5 oligo fluorescence polarization; percent of positive-control signal above neutral wells; activation, % at 25 µM; 340,000 compounds, 0.99% hits; AID 493131;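 active = mean activation above about 17%, with every replicate also reaching it, limit read from the data, passing the limit was not always enough; inconclusive = only one of the two conditions met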;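 note: fluorescence polarization rise as delta FosB binds a TAMRA Cdk5 AP-1 oligo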
HTR5A ag ctr – counter-screen for OPRM1-OPRD1 agonists: human HTR5A agonism | HTR5A agonist assay, luminescence, cell-based | activation, % at 9.3 µM | 340,000 compounds, 0.61% hits | AID 504692 | P47898; in the data active = activation mostly above about 9.5%, no sharp cut-off; inactive = mostly below about 7.6%;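 note: 0% = cells with vehicle only and 100% = reference agonist; strong numbers were not always called active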
Target sequence (P47898 whole entry, looked up): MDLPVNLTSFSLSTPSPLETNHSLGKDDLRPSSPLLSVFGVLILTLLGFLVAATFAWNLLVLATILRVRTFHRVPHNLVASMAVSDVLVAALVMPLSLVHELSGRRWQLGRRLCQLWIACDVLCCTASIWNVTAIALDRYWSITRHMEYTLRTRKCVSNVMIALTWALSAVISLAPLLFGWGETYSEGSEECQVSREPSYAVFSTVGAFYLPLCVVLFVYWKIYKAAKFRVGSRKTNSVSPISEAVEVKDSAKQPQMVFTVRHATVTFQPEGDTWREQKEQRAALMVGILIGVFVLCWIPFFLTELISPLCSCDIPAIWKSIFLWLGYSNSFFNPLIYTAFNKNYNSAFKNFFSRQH
MITF TRPM1 HTS – increases MITF-driven TRPM1 promoter luciferase signal | 300,000 compounds, 0.75% hits | activation, % at 12.5 µM | SK-MEL-5 TRPM1-promoter luciferase, 24 h; % of positive control, neutral wells = 0;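 active = mean activation of at least 80% with every replicate also reaching 80%; inconclusive = mean reaches 80% but some replicate falls short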;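 note: 0% = neutral control wells and 100% = parthenolide positive control wells; values of inactives mirror those of a sister screen read the other way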
Rtt109 Vps75 – inhibitors of Candida albicans Rtt109/Vps75 histone acetyltransferase; Q5AAJ8; purified Rtt109/Vps75, ThioGlo CoA-SH fluorescence, 4 h; inhibition, % at 34.9 µM; 330,000 compounds, 0.16% hits; AID 540336;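 active = inhibition of at least 50% in every replicate; inconclusive = best replicate reaches 50% inhibition but some replicates fall short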
RTF Ca sens act – cardiac RTF calcium sensitization. IANBD-labeled TnC RTF fluorescence at EC20 calcium; 0% EC20 calcium, 100% full calcium. activation, % at 7.2 µM. 340,000 compounds, 0.24% hits;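 active = activation above the mean over all tested compounds plus 3 SD, cut at about 30% in these data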;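 note: rise in fluorescence read as greater calcium sensitivity of cardiac thin filaments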
CDK5 p35 inh – inhibitors of human CDK5/p35 kinase. Recombinant CDK5/p35, ADP-Glo luminescence, 60 min. 330,000 compounds, 0.01% hits. inhibition, % at 10 µM. AID 488839. Q00535+Q15078;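 active = highest replicate inhibition of at least 50% and at least 75% of replicates reaching 50%; inconclusive = only one of the two criteria met; inactive = both criteria failed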;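 note: plate controls were DMSO neutral control for no effect and GW8510 at 10 µM for full effect; many of its hits are not listed in these tables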
Target sequence (Q00535 whole entry, looked up): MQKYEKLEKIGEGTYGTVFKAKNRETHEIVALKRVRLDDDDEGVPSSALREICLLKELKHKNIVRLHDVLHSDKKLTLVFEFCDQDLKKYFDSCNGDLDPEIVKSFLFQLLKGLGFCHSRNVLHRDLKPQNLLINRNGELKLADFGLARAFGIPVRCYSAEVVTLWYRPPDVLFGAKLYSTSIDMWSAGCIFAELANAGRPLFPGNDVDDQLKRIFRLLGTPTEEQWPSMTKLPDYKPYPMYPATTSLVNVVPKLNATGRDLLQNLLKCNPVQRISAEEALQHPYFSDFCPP
Target sequence (Q15078 whole entry, looked up): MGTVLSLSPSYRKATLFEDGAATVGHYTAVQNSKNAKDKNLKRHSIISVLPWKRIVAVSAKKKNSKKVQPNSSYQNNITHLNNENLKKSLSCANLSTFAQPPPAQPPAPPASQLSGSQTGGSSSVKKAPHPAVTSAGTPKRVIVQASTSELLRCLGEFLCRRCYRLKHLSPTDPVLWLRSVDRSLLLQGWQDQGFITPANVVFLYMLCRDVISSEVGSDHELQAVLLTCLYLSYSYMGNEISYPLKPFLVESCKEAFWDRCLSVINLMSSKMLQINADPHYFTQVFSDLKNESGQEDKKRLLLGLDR
SR-BI DiI inh – inhibitors of mouse SR-BI mediated HDL lipid uptake; 320,000 compounds, 0.96% hits; ldlA[mSR-BI] CHO cells, DiI-HDL uptake fluorescence, 3 h; inhibition, % at 12.5 µM; AID 488896; Q61009;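 active = mean replicate inhibition of at least 70% and a set share of replicates each scoring 70 or more; inconclusive = meets just one of the two criteria; inactive = fails both criteria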;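 note: 0% = median of neutral control wells and 100% = median of positive control wells; values of inactives mirror those of a sister screen read the other way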
Wnt act – Wnt/beta-catenin pathway activation | 300,000 compounds, 1.2% hits | Wnt/beta-catenin reporter cell assay, activator, plate reader | AID 743398 | activation, % at 9.35 µM; in the data active = activation above about 30%, passing the limit was not always enough; inconclusive = no clear call, values can overlap the other calls;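 note: 0% = neutral control wells and 100% = positive control wells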
PvdQ inh – blocks Pseudomonas aeruginosa PvdQ acylase activity; 340,000 compounds, 0.063% hits; purified PvdQ acylase, fluorescence plate reader; AID 488965; inhibition, % at 10 µM; in the data active = inhibition above about 30%, passing the limit was not always enough; inconclusive = no clear call, values can overlap the other calls;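 note: 0% = vehicle neutral wells and 100% = reference inhibitor wells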
SR-BI uptake up – SR-BI HDL lipid transfer activation; CHO ldlA[mSR-BI] cells, DiI-HDL uptake fluorescence, 3 h; 100 = double the neutral-control signal; activation, % at 12.5 µM; 320,000 compounds, 0.096% hits;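 active = mean replicate activation of at least 60% and every replicate at or above 60%; inconclusive = mean or all-replicate condition met, but not both; inactive = mean below 60% and not all replicates reaching 60%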;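 note: 0% = median plate neutral-control signal and 100% = twice that signal; values of inactives mirror those of a sister screen read the other way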
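Material – SR-BI-overexpressing, LDLR-lacking CHO cells · Medium – BSA-supplemented, HEPES-buffered Ham's F12, pH 7.4 · Doses – single concentration · Times – compound with DiI-HDL co-incubation, 3 h at 37 °C · Measured by – bottom-read fluorescence, 550/595 nm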
The depositor's hits bear a star; ? = inconclusive; · = not tested or not shown; & = joins results of further samples.

canonical_smiles	PvdQ inh	SR-BI DiI inh	MITF TRPM1 HTS	CDK5 p35 inh	dFosB activator	Rtt109 Vps75	Wnt act	RTF Ca sens act	SR-BI uptake up	HTR5A ag ctr
Cc1[nH]c2ccc(C(=O)OC(C)C(=O)NC3(C#N)CCCCC3)cc2c1C (stereo not given)	-9	37	8	-0.5	-3	17	-1	-14	-37	-8
Cn1c(N)c(C(=O)COC(=O)/C=C/c2ccc(Cl)cc2)c(=O)n(C)c1=O	-11	-3	2	-2.6	-15	6	-1	2	3	4
CCOC(=O)N1CCN(S(=O)(=O)c2ccc3c(c2)CC(C)N3C(=O)C2CC2)CC1 (stereo not given)	-8	0	-7	·	-13	-1	-4	-4	0	-2
CCCCCNC(=O)CSC1=N/C(=C\c2ccc(Cl)c(Cl)c2)C(=O)N1CC	-10	-20	-6	0.9	3	-1	·	0	20	-2
NS(=O)(=O)c1ccc(-c2cccc(/C=C3\SC(=O)NC3=O)c2)cc1	-9	28	2	15	-9	9	23	-1	-28	0
COc1ccc(-c2csc(Nc3cccnc3)n2)cc1	-16	60	42	-0.4	7	4	·	-4	-60	3
Cc1[nH]nc2c1C1(CCN(C(=O)OCc3ccccc3)CC1)C(C#N)=C(N)O2	-2	8	-2	1.5	5	-5	·	0	-8	2
CC1CN(Cc2c(O)ccc3c(=O)c(-c4ccccc4)coc23)CC(C)O1 (stereo not given)	2	4	-2	-0.8	1	-16	·	6	-4	-9
O=C(Nc1ccc(N2CCCCCC2)cc1)c1ccccc1Cl	1	35	19	-0.2	-10	14	-1	13	-35	3
O=C(N/N=C1\CC(c2ccccc2)Oc2ccccc21)c1ccccn1 (stereo not given)	6	-6	14	-1.2	-6	-3	5	-2	6	0
COc1cccc(-c2nnc(SCCC(=O)O)n2C)c1	-6	-4	2	-2.3	-3	4	-4	-3	4	1
CCCc1nc2nc(C)c(NS(=O)(=O)c3ccc([N+](=O)[O-])cc3)c(=O)n2[nH]1	16	·	3	-0.1	-10	13	-1	-3	·	9
COc1ccccc1OCCc1nnc(N)s1	-4	-30	-1	-0.5	-4	-12	-2	1	30	-1
O=C(CSc1ccc(Cl)cc1Cl)N1CCC(c2nc3ccccc3s2)CC1	-8	4	-21	-0.6	-7	-1	1	3	-4	4
Cc1cc(C(=O)NNC(=O)c2ccc(F)cc2)c(C)s1	7	-2	1	-1.9	-10	7	-3	-5	2	0
Cc1ccc2c(CN3CCN(S(=O)(=O)c4ccc(Cl)cc4)CC3)cc(=O)oc2c1C	-18	-19	-9	0.2	-9	0	-6	6	19	5
COc1ccccc1N(C)S(=O)(=O)c1ccc(C(=O)NCc2ccccc2CN2CCCC2)cc1	-20	-7	3	0.1	-13	9	-5	3	7	-3
Cc1ccc(C(=O)NCC(=O)OCC(=O)NC(C)c2ccccc2)s1 (stereo not given)	1	-20	3	0.4	7	24	-2	1	20	-7
NC(=O)c1cc(-c2ccccc2)nc(N2CCCCCC2)n1	-13	32	·	0.7	-1	-1	·	-2	-32	4
COc1ccc(/C=N/NC(=O)c2nn(-c3ccccc3)c(=O)c3c(N)scc23)cc1	1	26	·	0.7	-13	-16	·	-5	-26	-1
Cc1cccc(CSc2ncnc3nc[nH]c23)c1	-11	-22	14	-1.6	-12	0	-2	1	22	0
CCOC(=O)c1oc2cc(C)cc(O)c2c(=O)c1-c1csc(C)n1	1	-17	-6	-0.9	-2	-1	·	2	17	1
COc1cc(C2CC(=O)N(CC(=O)NCC3CCCO3)c3ccccc3S2)cc(OC)c1OC (stereo not given)	-8	13	1	1.7	-2	6	-3	1	-13	3
Cc1cc(C(F)F)nn1CC(=O)NC1CCCC1	-7	-52	2	-1.4	5	-8	1	-1	52	5
CCc1ccc(C(=O)NC(C(=O)NCC2CCCO2)C(C)C)cc1 (stereo not given)	-1	3	-3	-3.8	-10	7	0	4	-3	-3
COc1ccccc1C/C(N)=N/OC(=O)COc1ccc(C)cc1	4	-3	2	0.7	-4	-5	1	-3	3	-3
O=C(O)COc1ccc(Br)cc1CP(=O)(c1ccccc1)c1ccccc1	-16	·	2	0.1	0	-2	-1	-2	·	4
COc1ccc(S(=O)(=O)N2CCCCCC2)cc1C(=O)N1CCN(c2ccccc2C)CC1	-15	-6	-11	0.3	-20	-1	-1	1	6	12
Cc1cc2ccccn2c1C(=O)c1ccc(S(=O)(=O)N(C)C)cc1	-7	28	-16	-3.0	-5	-1	-1	2	-28	9
Cc1sc2nc(CSC(C)C(=O)N3CCOCC3)[nH]c(=O)c2c1C (stereo not given)	-9	-13	-4	-0.5	-4	-3	-2	-3	13	1
Cc1ccc(S(=O)(=O)N2CCCCC2CCNC(=O)C(=O)NCc2ccncc2)cc1 (stereo not given)	-10	-13	-32	-0.4	4	·	8	6	13	-1
Fc1ccc(CNc2ncnc3cc(Cl)ccc23)cc1	-2	11	-20	1.5	-15	-5	0	0	-12	-1
O=C(CSc1nccn1-c1cccc(F)c1)NC1CCCC1	1	-1	·	-0.3	-1	14	-2	-4	1	2
COc1ccccc1CNC(=O)C1CCN(C(=O)[C@@H]2Cc3ccccc3CN2)CC1	1	1	5	0.0	0	6	3	-5	-1	-3
COC(=O)c1cc2occc2n1Cc1cccc(C)c1	8	11	-7	0.3	-5	0	-2	-2	-11	-1
Cc1noc(C)c1C(=O)Nc1ccc(S(=O)(=O)N2CCCCC2)cc1	2	14	-6	-0.8	-5	1	-1	-2	·	12
O=S(=O)(Nc1nc2ccccc2[nH]1)c1ccccc1	-4	-4	·	-1.8	-1	·	·	-4	4	3
COc1ccc(Oc2c(Cl)cnn(-c3ccc(C)cc3)c2=O)cc1	-8	-2	-2	-0.5	1	-2	·	-5	2	-1
CCC(Oc1cc(Cl)ccc1Cl)C(=O)NN1C(=O)C2C3CCC(C3=C(C)C)C2C1=O (stereo not given)	0	6	·	-0.4	2	2	6	-6	-6	5
Cc1nn2c(=S)[nH]nc2[nH]c1=O	-15	-18	1	0.8	-8	-2	2	1	18	-2
CCOC(=O)c1ccc(NC(=O)c2nc[nH]c2C(=O)NC2CCN(C(=O)OC(C)(C)C)CC2)cc1	3	10	-6	1.7	-5	0	-11	0	-10	2
CCOCCCn1c(=S)[nH]c2cc(C(=O)N3CCC(C(N)=O)(N4CCCCC4)CC3)ccc2c1=O	-14	-15	10	3.1	4	-3	0	2	15	4
CCN1C(=O)[C@H]2[C@@H](c3ccc(-c4ccc5c(c4)OCO5)c(OC)c3)N[C@@](Cc3ccccc3)(C(=O)OC)[C@H]2C1=O	-11	45	-17	-0.5	-4	0	-6	-6	-45	2
O=C(CCn1c(=S)oc2ccccc21)N1CCN(c2ccc(F)cc2)CC1	-6	8	-2	-0.3	-6	4	-1	1	-8	3
Cc1ccc(C(=O)Nc2cccc(C(F)(F)F)c2)cc1NC(=O)c1nccnc1N	-8	45	1	0.8	-15	-2	0&-6	6	-45	-2
Cc1cccc(C)c1NC(=O)COc1ccc2c(C)c(Cc3ccccc3)c(=O)oc2c1C	2	-193	-11	-9.3	2	0	0	-4	?	2
COc1cc(C(=O)Nc2cc(S(C)(=O)=O)ccc2Cl)ccc1OCC(=O)N1CCOCC1	8	22	12	-1.3	-13	17	0	-4	-22	7
Cc1ccc(NC2c3ncccc3C(=O)N2Cc2cccs2)cc1 (stereo not given)	-15	0	-2	-0.2	-1	2	-5	-8	0	-1
Cc1ccc(N(CC(=O)NCc2ccco2)C(=O)CNS(=O)(=O)c2ccccc2)c(C)c1	-6	·	1	-0.7	-15	10	-1	0	·	7
COc1ccc(CCNC(=O)CCCNC(=O)Cn2cnc3sc(C)c(C)c3c2=O)cc1OC	10	8	-2	1.6	-1	1	-2	-5	-8	3
COC(=O)c1ccccc1S(=O)(=O)N1CCC(C(=O)N2CCC2)CC1	-20	-15	3	-0.5	3	-9	-1	0	15	0
O=C1CNC(=S)N1C1CCCCCC1	-7	-5	8	-2.0	-5	-3	-2	-3	5	-4
O=C(N/N=C/c1ccoc1)c1ccccc1O	-12	-11	-2	0.0	2	-1	0	-7	11	1
COc1ccc(S(=O)(=O)N2CCCCC2)cc1NC(=O)CCc1cc(OC)c(OC)c(OC)c1	-13	4	·	-1.1	3	-3	-1	4	-4	-1
Cc1c(/C=N/NC(=O)c2ccc(O)cc2)c2ccccn2c1C(=O)c1ccc(F)cc1	-5	62	9	-0.6	-6	0	5	8	-62	0
COc1ccc(NC(=S)NCCCN2CCCC2)cc1Cl	-14	2	7	0.7	-15	10	1	1	-2	0

Continuation:
canonical_smiles	PvdQ inh	SR-BI DiI inh	MITF TRPM1 HTS	CDK5 p35 inh	dFosB activator	Rtt109 Vps75	Wnt act	RTF Ca sens act	SR-BI uptake up	HTR5A ag ctr
CCOC(=O)c1c(-c2ccccc2Cl)cn2ccccc12	-12	-11	-1	-2.8	4	3	-5	-5	11	1
CCOC(=O)C1CCCN(Cc2nc(Cc3cccc(F)c3)no2)C1 (stereo not given)	-8	-11	-1	0.0	1	0	-2	4	11	2
COc1ccc2c(c1)C(=O)/C(=C/C=C/c1ccccc1)CC2	-9	0	·	0.4	-6	-4	24	5	0	3
Cc1cccc(C)c1NC(=O)CCCSc1nnc(-c2ccco2)o1	-4	-14	·	-0.9	-7	-2	·	-2	14	-5
